OXTR agonist = human OXTR agonism | P30559 | CHO-OTR cells, Fluo-8 calcium fluorescence; normalized: DMSO 0%, oxytocin 100% | activation, % at 3 µM | hit rate 0.32% among 320,000;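 active = activation above the mean of all tested compounds plus 3 SD, cutoff set per screening run, cut at about 20% in these data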;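 note: peak over basal fluorescence ratio from a 100 s FLIPR kinetic read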
Target sequence (P30559 whole entry, looked up): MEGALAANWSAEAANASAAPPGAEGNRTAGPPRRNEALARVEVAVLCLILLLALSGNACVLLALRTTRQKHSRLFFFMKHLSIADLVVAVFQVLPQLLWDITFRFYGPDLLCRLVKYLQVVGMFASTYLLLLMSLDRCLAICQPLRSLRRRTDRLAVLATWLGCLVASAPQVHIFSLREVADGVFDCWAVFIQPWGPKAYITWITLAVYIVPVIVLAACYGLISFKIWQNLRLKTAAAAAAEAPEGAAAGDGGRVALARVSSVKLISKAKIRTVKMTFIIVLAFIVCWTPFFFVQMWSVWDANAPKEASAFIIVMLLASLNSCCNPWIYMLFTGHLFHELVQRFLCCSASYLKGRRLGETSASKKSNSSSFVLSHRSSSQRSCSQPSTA
CHO-K1 Ca ag = M1 agonist counterscreen hit in parental CHO-K1 cells | hit rate 0.48% among 360,000 | Fluo-8 calcium fluorescence; scaled to maximal ATP response, vehicle zero | activation, % at 3 µM | AID 602248; in the data active = activation above about 15%;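 note: untransfected CHO-K1 host cells lacking M1 receptor as counterscreen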
GPR7 antagonist = antagonists of human GPR7 (neuropeptides B/W receptor 1) | P48145 | GPR7-expressing cells, fluorescence antagonist assay | inhibition, % at 4.4 µM | hit rate 1.1% among 290,000 | AID 1861; in the data active = inhibition above about 16%, passing the limit was not always enough;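 note: cells stimulated with the agonist NPW; 0% = agonist with vehicle and 100% = vehicle without agonist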
Target sequence (P48145 whole entry, looked up): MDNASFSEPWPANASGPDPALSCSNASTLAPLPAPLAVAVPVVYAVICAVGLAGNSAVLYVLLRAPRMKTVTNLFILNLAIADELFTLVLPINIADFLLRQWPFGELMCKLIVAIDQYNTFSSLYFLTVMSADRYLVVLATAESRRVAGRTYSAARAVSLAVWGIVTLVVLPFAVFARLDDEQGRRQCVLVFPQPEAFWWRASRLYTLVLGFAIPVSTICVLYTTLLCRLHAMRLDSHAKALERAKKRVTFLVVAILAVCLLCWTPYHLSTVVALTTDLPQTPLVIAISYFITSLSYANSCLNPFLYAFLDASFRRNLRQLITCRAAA
CHO parental Ca = counter-screen for OX1R antagonists: effect in parental CHO cells; inhibition, % at 5.6 µM; parental CHO-K1, ATP-induced calcium, Fluo-8 fluorescence; hit rate 0.63% among 330,000; AID 463079;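 active = inhibition above that plate's mean sample inhibition plus 3 SD, cut at about 26% in these data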;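 note: 0% = ATP-challenged DMSO wells and 100% = DMSO wells without ATP; some compounds past the cut are filed as inactive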
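Measured by: calcium-sensitive Fluo-8 fluorescence / Test system: CHO parental line / Controls: ATP-challenged DMSO wells low, unchallenged DMSO wells high / Measure: % inhibition / Compound: single nominal dose of 5.6 µM per compound / Replicates: single well per compound, no replicates / Reagent: ATP as calcium-mobilizing challenge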
OXTR potentiate = potentiates the human oxytocin receptor response; CHO-OTR cells, Fluo-8 calcium fluorescence, potentiator mode; 0% = oxytocin EC15, 100% = EC100; activation, % at 3 µM; hit rate 0.061% among 320,000;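 active = activation above that plate's cutoff, the mean activation of tested compounds plus 3 SD, cut at about 6.6% in these data, passing the limit was not always enough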;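 note: 100% uses oxytocin at 75 nM as the full agonist control; some results filed as inactive read as strong as hits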
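Dosing: Single dose, 3.0 µM nominal final compound concentration | Material: Human OTR in CHO cells | Technique: Kinetic Fluo-8 calcium fluorescence | Benchmarks: EC15 oxytocin alone as 0%, 75 nM oxytocin as 100% | Probe or stimulus: Oxytocin at about EC15, sub-maximal agonist stimulus | Incubation: Compound 6 min at room temperature before oxytocin, 100 s read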
V1R ag counter = V1a receptor agonism, counter-screen for OXTR agonists | CHO-V1R cells, Fluo-8 calcium fluorescence, agonist mode; 0% DMSO, 100% 3 nM vasopressin | activation, % at 3 µM | hit rate 0.25% among 320,000 | AID 2797;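 active = activation above the mean activation of all tested compounds plus 3 SD, per screening run, cut at about 20% in these data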;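 note: signal is peak over basal fluorescence ratio across a 100 second FLIPR read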
M1 PAM parental = M1 PAM counterscreen hit in parental CHO-K1 cells. ATP EC20, Fluo-8 calcium fluorescence; 0% at ATP EC20, 100% at ATP max. activation, % at 3 µM. hit rate 0.02% among 360,000;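 active = activation above the run cutoff, the mean activation of all test compounds plus 3 SD, cut at about 40% in these data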;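 note: peak over basal fluorescence ratio in a 140 s read after ATP addition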
TAAR1 antagonist = human TAAR1 antagonism. Q96RJ0. CHO RD-HGA16 TAAR1, Fluo-8 calcium fluorescence, antagonist. inhibition, % at 3 µM. hit rate 1.5% among 360,000. AID 624466;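 active = inhibition above a per-plate cutoff, the mean inhibition of test compounds on that plate plus 3 SD, cut at about 49% in these data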;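 note: 0% = DMSO plus EC80 beta-PEA response and 100% = DMSO alone without agonist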
Target sequence (Q96RJ0 whole entry, looked up): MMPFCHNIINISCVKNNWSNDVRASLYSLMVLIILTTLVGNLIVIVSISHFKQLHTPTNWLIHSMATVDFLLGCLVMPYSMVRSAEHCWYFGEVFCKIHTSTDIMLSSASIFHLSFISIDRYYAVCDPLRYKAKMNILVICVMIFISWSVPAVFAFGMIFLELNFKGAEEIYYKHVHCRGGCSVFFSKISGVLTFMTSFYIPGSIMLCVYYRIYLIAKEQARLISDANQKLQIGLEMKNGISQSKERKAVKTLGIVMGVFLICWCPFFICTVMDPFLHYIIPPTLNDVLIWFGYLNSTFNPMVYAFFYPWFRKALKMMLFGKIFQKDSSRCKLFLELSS
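Material: RD-HGA16 CHO cells with stable hTAAR1 and Gα16; Dosing: single nominal final test compound concentration of 3 µM; Schedule: seeding 17-24 h prior, 75-min 37 °C, 30-min RT dye loading; Detection: kinetic Fluo-8 calcium fluorescence measurement; Measure: % inhibition from peak post-agonist over basal fluorescence ratio; Benchmarks: vehicle and agonist controls.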
CHO-K1 Ca antag = nonselective inhibitor or artifact in parental CHO-K1 cells; inhibition, % at 3 µM; hit rate 0.6% among 360,000; ATP-induced calcium, Fluo-8 fluorescence;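 active = inhibition above a per-plate cutoff, the plate's mean sample inhibition plus 3 SD, cut at about 24% in these data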;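 note: 0% = DMSO plus EC80 ATP and 100% = DMSO alone without ATP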
Numbers without * were called inactive; x = no result given. An unsorted share of the library (roughly 3.5% active in at least one column).

canonical_smiles	OXTR agonist	CHO-K1 Ca ag	GPR7 antagonist	CHO parental Ca	OXTR potentiate	V1R ag counter	M1 PAM parental	TAAR1 antagonist	CHO-K1 Ca antag
CC(=O)N1C(O)CC(C)N1c1ccccc1 (stereo unspecified)	-1.1	0.9	-5	-5	1	1.2	21	-1	-9
COc1ccc(C)cc1-n1c(C)cc(C=O)c1C	-0.8	-0.1	2	-18	3	-0.1	3	-20	-14
CCOC(=O)c1c(-c2ccccc2)n(C)c2ccc(O)cc12	-1.8	-0.3	-4	-4	-1	-1.1	22	11	-11
COCCN(C(=S)Nc1cccc(OC)c1)C1CCN(C(C)C)CC1	0.7	0.8	0	-4	-1	0.7	16	0	-7
COc1ccc(S(=O)(=O)N2CCOCC2)cc1NC(=O)CSc1nnc(C2CC2)n1C	1.4	-0.4	x	2	5	0.9	5	-2	2
Cc1ccc(CCNC(=O)C2CC(c3ccccc3[N+](=O)[O-])=NO2)cc1 (stereo unspecified)	-0.5	-0.6	1	-11	-14	1.5	3	8	14
O=C(CSc1nnc2ccc(-c3ccccn3)nn12)Nc1ccc(F)cc1	x	0.2	x	x	x	x	10	-18	-4
Cc1ccc(CSCC(=O)N2CCN(c3ccc(F)cc3)CC2)cc1	-0.1	3.6	6	-13	-10	-0.5	8	6	-8
C=CCCC(=O)N1C[C@H]2CCN(C)[C@H]2C[C@H]1c1ccc(Br)cc1	x	0.0	x	x	x	x	-6	-1	22
COCC(=O)NNC(=O)c1ccccc1OC	0.4	0.6	-11	16	-5	0.3	-12	-6	15
O=[N+]([O-])c1ccc(N2CCCCC2)c(Cl)c1N1CCCCC1	0.2	0.1	-4	-5	1	-0.5	14	-11	-22
CCC(C)N(C(=O)Cn1cnc2c1c(=O)n(C)c(=O)n2C)C1CCS(=O)(=O)C1 (stereo unspecified)	0.5	0.0	x	7	-3	-0.4	-5	2	0
CC(Sc1nnc(-c2ccccc2Br)n1-c1cccc(C(F)(F)F)c1)C(N)=O (stereo unspecified)	-0.9	0.6	5	-1	-4	1.3	14	-19	3
Cc1cccc(NC(=S)NCC23C=CC(O2)C2C(=O)N(c4ccc(Cl)cc4)C(=O)C23)c1 (stereo unspecified)	0.2	0.1	-6	-11	-3	3.8	4	-16	-6
COc1ccccc1NC(=O)Cn1nc(-c2ccncc2)nc1SCC(=O)NC1CCCC1	0.3	12	-13	-6	0	0.5	7	-45	1
CCOC(=O)C1CCN(S(=O)(=O)c2cc(F)ccc2OC)CC1	-0.4	0.6	-4	-5	-3	0.4	11	0	10
Cc1oc(-c2ccc(Cl)cc2)nc1CN1CCCC(C(=O)NCc2ccco2)C1 (stereo unspecified)	1.1	-0.5	4	-29	-4	0.6	2	-16	-4
COc1ccc(S(=O)(=O)N2CCOCC2)cc1C(=O)N1CCCC1	1.0	0.6	-3	5	-5	-0.3	9	-33	-17
COC(=O)[C@@]1(C(C)C)N=C(c2cc(OC)c(OC)c(OC)c2)[C@]2(O1)C(=O)Nc1ccc(F)cc12	x	3.7	x	x	x	x	30	20	-35
O=S(=O)(c1ccccc1)N(CC1CO1)c1ccccc1 (stereo unspecified)	-0.8	16*	7	8	-5	-0.9	29	-9	-9
Nc1ccc(-c2nc3ncccc3o2)c(O)c1	-0.4	0.5	1	-4	-2	1.2	14	0	2
O=C(N/N=C\c1ccc(COc2ccc([N+](=O)[O-])cc2)o1)c1ccc(Cl)cc1	-0.9	2.6	4	6	-12	0.2	19	37	-6
COc1ccc(CCOC(=O)c2ccc(N)c([N+](=O)[O-])c2)cc1	4.9	9.7	-10	47*	-16	5.7	2	10	17
COc1ccc(N2CCN(C(=O)c3ccc(C)c(Cl)c3)CC2)cc1	-0.6	-0.1	11	-9	4	0.1	-3	-4	29*
CN1CCN(c2ccc(-c3cccc4nccn34)cn2)CC1	x	2.5	x	x	x	x	26	-8	-16
Cc1cc(C(=O)COC(=O)Cc2n[nH]c(=O)c3ccccc23)c(C)n1-c1ccc2c(c1)OCCO2	2.3	3.0	-2	-14	-3	5.0	12	42	-6
Cc1noc(C)c1NC(=O)NCCN1CCN(Cc2ccccc2)CC1	0.9	0.4	-10	-3	-7	0.2	14	-24	-3
O=[N+]([O-])c1ccc(NN=Cc2cccc([N+](=O)[O-])c2)cc1	x	2.1	x	x	x	x	12	31	-7
COc1cc(OC)cc(C(=O)N2CCN(C3CCCCC3)CC2)c1	0.1	0.9	-8	-9	0	0.2	14	-6	-5
COCCn1c(SCC(=O)c2cccc(OC)c2)nnc1-c1ccco1	-0.5	0.1	3	-12	-4	-0.3	2	-4	-3
CCCCCCOC(=O)CCc1c(C)nc(N)[nH]c1=O	-0.8	0.3	-4	-13	-11	0.8	-1	-8	15
CCOc1ncccc1C(=O)OCC(=O)Nc1cc(S(=O)(=O)N2CCOCC2)ccc1Cl	0.8	4.7	-4	0	-1	3.3	13	34	1
CCOC(=O)C1CCCN(C(=O)CCNS(=O)(=O)c2ccc3c(c2)CCC(=O)N3)C1 (stereo unspecified)	1.9	0.1	-17	4	-6	0.3	17	-1	-1
Cn1c(SCC(=O)Nc2cccnc2Cl)nc2ccccc21	-0.9	1.9	x	-15	-3	-0.6	2	1	-2
COC(=O)c1ccc(NC(=O)C(OC)c2ccccc2)cc1 (stereo unspecified)	-0.1	-0.2	-7	-2	-8	-0.3	13	-7	4
COc1ccccc1NC(=O)CSc1nnc(C2CCCCC2)n1N	-0.7	0.9	-1	-18	-5	-0.4	18	-26	-11
CN(C)c1c(F)cc(C(=O)NC(=O)NCc2cccnc2)cc1F	2.8	1.7	-16	-5	-2	4.7	-1	-4	-8
Fc1ccc(-n2nnc(-c3nccs3)n2)cc1	-0.5	0.3	-10	4	-5	-0.4	8	-1	-8
CCc1cccc(NC(=O)c2cc(S(=O)(=O)N3CCCCC3)ccc2N2CCOCC2)c1	x	-0.1	x	x	x	x	13	-16	-1
COc1ccc(NC(=O)/C(C#N)=C\c2cc(C)n(-c3ccc(Oc4ccc([N+](=O)[O-])cn4)cc3)c2C)cc1	0.4	1.1	-5	-9	-11	0.7	9	9	0
CCc1ccc(C(=O)NCc2cccs2)s1	-2.1	0.0	8	-6	-6	-0.7	2	-1	-14
COC(=O)c1ccc(CSc2nc(N)cc(N)n2)cc1	3.7	3.1	4	-3	-9	2.9	9	10	-18
COc1ccc(/C=C/c2nc(-c3ccccc3O)n[nH]2)cc1OC	6.3	5.2	-2	-21	-13	6.0	27	-6	-8
Cc1cc(C)cc(NC(=O)C(=O)NCCCN2CCCC2=O)c1	-0.2	1.3	x	5	-1	0.0	5	3	-5
CCCNCCC(c1ccco1)c1ccccc1OC (stereo unspecified)	0.2	0.3	15	-10	0	-0.8	11	6	1
Cc1cc(C)nc(NC2=NCC(=O)N2c2cc(Cl)cc(Cl)c2)n1	-0.9	0.3	2	-5	-6	1.2	10	-6	4
COc1ccc(N2CC(O)=C(c3nc(C)cs3)C2=N)cc1	0.3	1.4	-17	-12	-9	0.8	15	-10	-22
COc1cc(CC2COC(c3ccc(O)c(OC)c3)C2COC(C)=O)ccc1O (stereo unspecified)	1.6	1.7	x	-5	-2	0.8	-8	15	1
CC(Sc1nnc(-c2ccco2)n1N)C(=O)NCC1CCCO1 (stereo unspecified)	0.6	-0.4	x	-4	-5	0.2	-7	0	-2
Cc1ccc(C(=O)C(OC(=O)c2cnccn2)c2ccccc2)cc1C (stereo unspecified)	-2.1	4.1	-8	-16	-4	0.6	1	7	0
COc1ccc(C2=Nn3c(nnc3-c3cccnc3)SC2)cc1OC	-1.8	0.9	x	-8	-1	-1.1	16	8	-17
O=C(OCC(=O)N1CCN(C(=O)c2ccco2)CC1)c1ccccc1C(=O)c1ccc(Cl)cc1	0.3	1.6	-16	-21	-9	1.3	-4	-10	-4
Cc1ccc(NC(=O)CS(=O)CC(=O)NCC2OCCc3ccccc32)c(C)c1 (stereo unspecified)	-1.6	0.5	-14	-15	-5	-0.2	20	-11	-6
CCSc1nc(COC(=O)NC)c(COC(=O)NC)n1C	x	0.5	x	x	x	x	28	-16	-14
O=C1N(Nc2ccccc2)C(c2ccc(Br)cc2)C12CCCC2 (stereo unspecified)	-1.6	0.3	4	-15	-7	-1.8	17	-14	-15
Cc1ccc(C2C(C(=O)c3cccs3)=C(O)C(=O)N2c2ccc(S(N)(=O)=O)cc2)cc1 (stereo unspecified)	-0.5	-0.3	-2	0	-1	1.2	8	-1	-6
Cc1ccc(N2C(=O)CC(NNC(=O)c3cccc(S(=O)(=O)N4CCCC4)c3)C2=O)cc1 (stereo unspecified)	-0.9	0.0	-11	-17	-1	0.1	3	-22	6
Cc1ncc([N+](=O)[O-])n1CCOC(=O)c1ccccc1	-1.0	-0.1	0	0	-2	0.9	9	-14	-19
Cc1ccc(C(=O)C(C)OC(=O)c2cc(=O)[nH]c3ccccc23)cc1 (stereo unspecified)	-2.3	-1.0	x	6	-16	-0.8	12	-26	-18
CC(C)(C)c1ccc(C(=O)N2CCC(=O)N(C(CO)Cc3ccccc3)CC2)cc1 (stereo unspecified)	7.3	11	24	-10	-16	2.5	8	35	-12

Next results follow.
canonical_smiles	OXTR agonist	CHO-K1 Ca ag	GPR7 antagonist	CHO parental Ca	OXTR potentiate	V1R ag counter	M1 PAM parental	TAAR1 antagonist	CHO-K1 Ca antag
Cc1cc(Cl)c2ccccc2n1	1.3	0.5	-2	-5	-4	1.2	9	8	-12
Cc1ccc(C(=O)N/C(=C/c2ccc(Cl)cc2)C(=O)N2CCOCC2)cc1	-0.3	0.4	3	-7	-13	0.8	-3	5	-2
COc1ccc2c(c1)OC[C@H]1[C@H]2N2C(=O)CNC(=O)[C@@]2(C)[C@H]1c1ccccc1	0.4	x	x	-12	-3	0.0	x	4	x
COc1ccc(C2NCCc3sccc32)cc1 (stereo unspecified)	0.0	0.4	-8	-15	-11	-0.3	-2	27	0
Cc1ccc(Cn2nc(C)c(NC(=O)c3cc(-c4ccc5c(c4)OCO5)on3)c2C)cc1	4.3	x	13	-3	-6	5.1	x	10	x
CN(C)CCNC(=O)c1ccc2c(c1)NC(=O)c1ccccc1S2	0.2	1.1	5	-11	-5	1.1	5	-11	-14
